Source: PubChem BioAssay
AHR act: activators of human aryl hydrocarbon receptor | P35869 | AHR-responsive luciferase reporter cells, luminescence | activation, % at 5 µM | 320,000 tested, 2.5% active | AID 2796; in the data active = activation above about 47%;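 also: 0% = vehicle wells and 100% = reference agonist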
ZTA DNA inh: counter-screen for EBNA-1 inhibitors: inhibitors of Epstein-Barr virus ZTA; P03206; ZTA-DNA binding, fluorescence polarization; inhibition, % at 11 µM; 320,000 tested, 0.15% active; in the data active = inhibition above about 33%
proCasp7 act: counter-screen: procaspase-7 (human) activation. recombinant procaspase-7, Ac-DEVD-pNA absorbance 405 nm; D23A/D198A/D206A triple mutant, cannot self-cleave; scale: DMSO 0, 5 µM enzyme 100. AID 463210. P55210. activation, % at 8.5 µM. 330,000 tested, 0.093% active;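 active = percent activation above the screen-wide mean plus 3 SD, cut at about 25% in these data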
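Detection: p-Nitroaniline absorbance at 405 nm, read at 0 and 120 min; system: Uncleavable procaspase-7 mutant enzyme; evaluation: % activation from two-timepoint absorbance difference, scaled to controls; times: 1 h enzyme–compound preincubation and 2 h substrate reaction, both 25 °C; buffer or medium: Zinc-free HEPES pH 7.4 with 300 mM NaCl, 0.01% Triton X-100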
MEP2-GFP yeast: yeast TOR pathway MEP2-GFP modulation; 330,000 tested, 0.51% active; S. cerevisiae MEP2-GFP strain, flow cytometry GFP, 3 h; 100% = DMSO control level; GFP response vs DMSO, % at 10 µM; AID 2016;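 active = GFP response versus DMSO above a set limit, roughly screen mean plus 3 SD, cut at about 180% in these data; inconclusive = fewer than 70 cells counted for a yeast strain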;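 also: median GFP fluorescence of the barcode-gated MEP2-GFP cells per well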
procasp3 activ: activators of human procaspase-3; AID 463141; recombinant procaspase-3 D3A, Ac-DEVD-pNA absorbance 405 nm; P42574; 330,000 tested, 0.11% active; activation, % at 8.5 µM;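 active = activation above the mean of all tested compounds plus 3 SD, cut at about 21% in these data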;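 also: 0% = DMSO alone and 100% = DMSO wells spiked with extra 5 µM PC-3 D3A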
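Test system: Procaspase-3 D3A mutant; medium: Zinc-free HEPES/NaCl buffer with 0.01% Triton X-100 at pH 7.4; reagent: DEVD-pNA substrate; doses: one concentration, 8.5 µM nominal, 0.8% DMSO; times: 1 h preincubation plus 2 h reaction at 25 °C; signal: Epi-absorbance at 405 nm of released p-nitroaniline, 0 and 120 min; replicates: singlicate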
RPL19A-GFP yeast: modulators of TOR pathway RPL19A-GFP in S. cerevisiae; 330,000 tested, 0.3% active; percent response vs DMSO, % at 10 µM; S. cerevisiae RPL19A-GFP strain, flow cytometry, 3 h; stronger effect = lower value; AID 2025;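 active = percent response vs DMSO below 50%; inconclusive = fewer than 70 events counted for the yeast strain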;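 also: median channel GFP fluorescence of the barcoded RPL19A-GFP strain; ratio of sample median GFP to plate DMSO average so 100% = DMSO; lower means less RPL19A-GFP as with rapamycin TOR inhibition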
EBNA-1 inhibitor: blocks EBNA-1 binding to DNA; EBNA-1 DNA binding, fluorescence polarization; inhibition, % at 14.8 µM; 300,000 tested, 0.34% active; AID 1950; in the data active = inhibition above about 28%
LAP4 TOR yeast: alters LAP4-GFP fluorescence in TOR pathway yeast screen. 320,000 tested, 0.34% active. GFP response vs DMSO, % at 10 µM. S. cerevisiae LAP4-GFP multiplex, flow cytometry GFP, 3 h; median GFP as percent of DMSO wells. AID 2023;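 active = GFP response vs DMSO above a set limit, about the screen mean plus 3 SD, cut at about 150% in these data; inconclusive = under 70 cell events counted for the yeast strain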
* marks the source's active call; other numbers are inactive results.

Results for CCC1(c2ccccc2)NC(=O)N(CC(=O)N(C)CC(=O)Nc2c(C)cccc2C)C1=O (stereo not given) ?
AHR act: 2; ZTA DNA inh: -21; proCasp7 act: -9; MEP2-GFP yeast: 102; procasp3 activ: 10; RPL19A-GFP yeast: 105; EBNA-1 inhibitor: 6; LAP4 TOR yeast: 99

What do the screens show for `CCCCCCCc1nc2sc3c(c2c(=O)n1N)CC(C)(C)OC3`?
AHR act: 3; ZTA DNA inh: -9; proCasp7 act: 12; MEP2-GFP yeast: 105; procasp3 activ: 4; RPL19A-GFP yeast: 116; EBNA-1 inhibitor: -3; LAP4 TOR yeast: 98

What do the screens show for `Cc1ccccc1N1CC(C(=O)Nc2nnc(SCc3ccccn3)s2)CC1=O` (stereo not given)?
AHR act: -1; ZTA DNA inh: 5; proCasp7 act: 5; MEP2-GFP yeast: 109; procasp3 activ: 3; RPL19A-GFP yeast: 95; EBNA-1 inhibitor: 19; LAP4 TOR yeast: 117

Results for COCCCn1cnc2c(c1=O)c1nc3ccccc3nc1n2-c1ccccc1 ?
AHR act: 3; ZTA DNA inh: 14; proCasp7 act: 9; MEP2-GFP yeast: 111; procasp3 activ: 1; RPL19A-GFP yeast: 102; EBNA-1 inhibitor: 3; LAP4 TOR yeast: 103

How did COc1ccc(NC(=O)c2cccnc2N2CCCCC2)cc1 do in these assays?
AHR act: 4; ZTA DNA inh: -3; proCasp7 act: 15; MEP2-GFP yeast: 106; procasp3 activ: 10; RPL19A-GFP yeast: 99; EBNA-1 inhibitor: 0; LAP4 TOR yeast: 116

How did CC(C)c1nnc(NC(=O)CCS(=O)(=O)c2ccccc2)s1 do in these assays?
AHR act: 46; ZTA DNA inh: 2; proCasp7 act: -9; MEP2-GFP yeast: 105; procasp3 activ: 3; RPL19A-GFP yeast: 100; EBNA-1 inhibitor: 5; LAP4 TOR yeast: 95

How did CCOC(=O)C(NS(=O)(=O)c1ccccc1)(C(F)(F)F)P(=O)(OC(C)C)OC(C)C (stereo not given) do in these assays?
AHR act: 0; ZTA DNA inh: 14; proCasp7 act: -5; MEP2-GFP yeast: 113; procasp3 activ: 4; RPL19A-GFP yeast: 109; EBNA-1 inhibitor: 1; LAP4 TOR yeast: 110

Results for CCN(C(=O)CSc1nnc(NC2CCCCC2)s1)C1CCS(=O)(=O)C1 (stereo not given) ?
AHR act: 21; ZTA DNA inh: 6; proCasp7 act: -20; MEP2-GFP yeast: 97; procasp3 activ: 10; RPL19A-GFP yeast: 99; EBNA-1 inhibitor: -9; LAP4 TOR yeast: 98

What do the screens show for `Cc1ccc(C2=NS(=O)(=O)N(C)C(C(=O)Nc3ccc(F)cc3F)=C2)cc1`?
AHR act: 7; ZTA DNA inh: 1; proCasp7 act: 0; MEP2-GFP yeast: 105; procasp3 activ: 5; RPL19A-GFP yeast: 103; EBNA-1 inhibitor: 0; LAP4 TOR yeast: 102

Results for CC1=C/C(=N\S(=O)(=O)c2ccccc2)C(C(C)C)=CC1=O ?
AHR act: -1; ZTA DNA inh: 0; proCasp7 act: 3; MEP2-GFP yeast: 92; procasp3 activ: -9; RPL19A-GFP yeast: 97; EBNA-1 inhibitor: -8; LAP4 TOR yeast: 101

What do the screens show for `Cc1ccc(CN2CCN(Cc3ccccc3-c3ccco3)CC2CCO)o1` (stereo not given)?
AHR act: 0; ZTA DNA inh: 9; proCasp7 act: 2; MEP2-GFP yeast: 92; procasp3 activ: -1; RPL19A-GFP yeast: 102; EBNA-1 inhibitor: 1; LAP4 TOR yeast: 105

How did O=C(c1ccc2snnc2c1)N1CCCCC1 do in these assays?
AHR act: 3; ZTA DNA inh: 4; proCasp7 act: -6; MEP2-GFP yeast: 103; procasp3 activ: -9; RPL19A-GFP yeast: 93; EBNA-1 inhibitor: 3; LAP4 TOR yeast: 88

What do the screens show for `COc1cc(/C=N/NC(=O)c2ccoc2C)cc(OC)c1OC`?
AHR act: 37; ZTA DNA inh: -27; proCasp7 act: -4; MEP2-GFP yeast: 94; procasp3 activ: -2; RPL19A-GFP yeast: 98; EBNA-1 inhibitor: -8; LAP4 TOR yeast: 98

Results for CC(=O)Nc1ccc(OCC(=O)NCc2ccc(C)cc2)cc1 ?
AHR act: 4; ZTA DNA inh: -19; proCasp7 act: 4; MEP2-GFP yeast: 98; procasp3 activ: 5; RPL19A-GFP yeast: 99; EBNA-1 inhibitor: -1; LAP4 TOR yeast: 110

How did O=C(NNC(=O)c1ccc2c(c1)OCO2)NC12CC3CC(CC(C3)C1)C2 do in these assays?
AHR act: 3; ZTA DNA inh: -13; proCasp7 act: -1; MEP2-GFP yeast: 110; procasp3 activ: 11; RPL19A-GFP yeast: 106; EBNA-1 inhibitor: -1; LAP4 TOR yeast: 97

What do the screens show for `CCCCN(C)CCC(=O)Nc1ccc(F)c(F)c1`?
AHR act: 1; ZTA DNA inh: -4; proCasp7 act: 1; MEP2-GFP yeast: 102; procasp3 activ: -4; RPL19A-GFP yeast: 103; EBNA-1 inhibitor: 9; LAP4 TOR yeast: 93

How did CC(C)NC(=O)NC(=O)COC(=O)CCOc1ccccc1 do in these assays?
AHR act: -2; ZTA DNA inh: -15; proCasp7 act: 12; MEP2-GFP yeast: 102; procasp3 activ: 1; RPL19A-GFP yeast: 99; EBNA-1 inhibitor: -3; LAP4 TOR yeast: 102

How did O=C(NCCCN1CCOCC1)C(=O)c1c[nH]c2ccccc12 do in these assays?
AHR act: 13; ZTA DNA inh: -14; proCasp7 act: 9; MEP2-GFP yeast: 114; procasp3 activ: -2; RPL19A-GFP yeast: 109; EBNA-1 inhibitor: 0; LAP4 TOR yeast: 99

How did CC(C)CS(=O)(=O)C1=NN2C(=N)/C(=C\c3ccc(OC(=O)c4ccco4)cc3)C(=O)N=C2S1 do in these assays?
AHR act: 3; ZTA DNA inh: 7; proCasp7 act: -6; MEP2-GFP yeast: 104; procasp3 activ: -2; RPL19A-GFP yeast: 102; EBNA-1 inhibitor: -23; LAP4 TOR yeast: 93

What do the screens show for `Cc1cc(C(=O)c2ccc(C(C)(C)C)cc2)c(NC(=O)CCl)s1`?
AHR act: 9; ZTA DNA inh: 12; proCasp7 act: -1; MEP2-GFP yeast: 106; procasp3 activ: 6; RPL19A-GFP yeast: 103; EBNA-1 inhibitor: -9; LAP4 TOR yeast: 107

What do the screens show for `C=CCSc1nnc(NC(=O)CSc2nnc(C)s2)s1`?
AHR act: 6; ZTA DNA inh: 6; proCasp7 act: -4; MEP2-GFP yeast: 96; procasp3 activ: -9; RPL19A-GFP yeast: 95; EBNA-1 inhibitor: 5; LAP4 TOR yeast: 92

What do the screens show for `CCC(Oc1ccccc1)C(=O)Nc1ccccn1` (stereo not given)?
AHR act: -1; ZTA DNA inh: 12; proCasp7 act: -1; MEP2-GFP yeast: 103; procasp3 activ: -2; RPL19A-GFP yeast: 101; EBNA-1 inhibitor: 0; LAP4 TOR yeast: 101

What do the screens show for `c1cc2c3c(cccc3c1)NC1(CCC3(CC1)Nc1cccc4cccc(c14)N3)N2`?
AHR act: 49*; ZTA DNA inh: -5; proCasp7 act: -16; MEP2-GFP yeast: 104; procasp3 activ: -4; RPL19A-GFP yeast: 104; EBNA-1 inhibitor: -10; LAP4 TOR yeast: 94

How did O=C(NC1CCCCCCC1)c1ccc(F)cc1 do in these assays?
AHR act: 2; ZTA DNA inh: -1; proCasp7 act: 3; MEP2-GFP yeast: 98; procasp3 activ: -2; RPL19A-GFP yeast: 99; EBNA-1 inhibitor: 10; LAP4 TOR yeast: 110

3 structures already listed, ordered by heavy-atom count, descending.
What do the screens show for `Cc1ccc(CN2CCN(Cc3ccccc3-c3ccco3)CC2CCO)o1` (stereo not given)?
AHR act: 0; ZTA DNA inh: 9; proCasp7 act: 2; MEP2-GFP yeast: 92; procasp3 activ: -1; RPL19A-GFP yeast: 102; EBNA-1 inhibitor: 1; LAP4 TOR yeast: 105

What do the screens show for `CCCCN(C)CCC(=O)Nc1ccc(F)c(F)c1`?
AHR act: 1; ZTA DNA inh: -4; proCasp7 act: 1; MEP2-GFP yeast: 102; procasp3 activ: -4; RPL19A-GFP yeast: 103; EBNA-1 inhibitor: 9; LAP4 TOR yeast: 93

How did O=C(c1ccc2snnc2c1)N1CCCCC1 do in these assays?
AHR act: 3; ZTA DNA inh: 4; proCasp7 act: -6; MEP2-GFP yeast: 103; procasp3 activ: -9; RPL19A-GFP yeast: 93; EBNA-1 inhibitor: 3; LAP4 TOR yeast: 88

The list goes on.
How did Cc1cccc(NC(=O)CSc2nnc(-c3ccccc3Br)o2)c1C do in these assays?
AHR act: 17; ZTA DNA inh: 6; proCasp7 act: -11; MEP2-GFP yeast: 107; procasp3 activ: -2; RPL19A-GFP yeast: 101; EBNA-1 inhibitor: 3; LAP4 TOR yeast: 109

Results for COC(=O)C1=C(N)Oc2cc(C)[nH]c(=O)c2C1c1ccc(Cl)cc1 (stereo not given) ?
AHR act: -1; ZTA DNA inh: 8; proCasp7 act: 2; MEP2-GFP yeast: 101; procasp3 activ: -1; RPL19A-GFP yeast: 98; EBNA-1 inhibitor: -3; LAP4 TOR yeast: 88

How did Cc1nn(-c2ccc(Cl)cc2)c(NC(=O)C(C)C)c(-c2ccccc2)c1=O do in these assays?
AHR act: 2; ZTA DNA inh: -3; proCasp7 act: 5; MEP2-GFP yeast: 99; procasp3 activ: -2; RPL19A-GFP yeast: 92; EBNA-1 inhibitor: -6; LAP4 TOR yeast: 105

Results for C=CCNCCCCOc1ccccc1 ?
AHR act: 3; ZTA DNA inh: 15; proCasp7 act: 4; MEP2-GFP yeast: 107; procasp3 activ: 5; RPL19A-GFP yeast: 109; EBNA-1 inhibitor: -6; LAP4 TOR yeast: 107

How did CN(CC(=O)Nc1ccc(F)c(F)c1F)C(=O)c1ccc2c(c1)OCCO2 do in these assays?
AHR act: 1; ZTA DNA inh: -4; proCasp7 act: 8; MEP2-GFP yeast: 96; procasp3 activ: 1; RPL19A-GFP yeast: 97; EBNA-1 inhibitor: -9; LAP4 TOR yeast: 112

Results for CCOC(=O)CSc1nc2ccc(S(=O)(=O)N3CCOCC3)cc2[nH]1 ?
AHR act: 2; ZTA DNA inh: 13; proCasp7 act: 0; MEP2-GFP yeast: 98; procasp3 activ: 0; RPL19A-GFP yeast: 103; EBNA-1 inhibitor: 0; LAP4 TOR yeast: 103

Results for CC1(C)CC2CN(C(=O)Cc3ccccc3)C(C)(C2)C1 (stereo not given) ?
AHR act: -2; ZTA DNA inh: -24; proCasp7 act: 1; MEP2-GFP yeast: 97; procasp3 activ: 2; RPL19A-GFP yeast: 94; EBNA-1 inhibitor: 0; LAP4 TOR yeast: 89

Results for CCOc1cc(Br)c(CN2C(=O)NC3(CCCCCC3)C2=O)cc1OCC ?
AHR act: 5; ZTA DNA inh: 1; proCasp7 act: 4; MEP2-GFP yeast: 71; procasp3 activ: 3; RPL19A-GFP yeast: 88; EBNA-1 inhibitor: -8; LAP4 TOR yeast: 86

What do the screens show for `O=C(NCc1cccc(Cl)c1)c1cccc(S(=O)(=O)N2CCCC2)c1`?
AHR act: 0; ZTA DNA inh: -7; proCasp7 act: 4; MEP2-GFP yeast: 96; procasp3 activ: 8; RPL19A-GFP yeast: 97; LAP4 TOR yeast: 96

What do the screens show for `COC(=O)C1CCN(C(=O)c2ccc(OC3CCN(Cc4ccccn4)CC3)cc2)CC1`?
AHR act: -1; ZTA DNA inh: 11; proCasp7 act: 1; MEP2-GFP yeast: inconclusive; procasp3 activ: -3; RPL19A-GFP yeast: inconclusive; EBNA-1 inhibitor: -1; LAP4 TOR yeast: inconclusive
